Screening data (PubChem)
ABCG2 inh: inhibitors of human ABCG2 transporter, ABCB1 counter-screen | Q9UNQ0 | IgMXP3 cells, JC-1 efflux, flow cytometry | inhibition, % at 6.6 µM | actives 0.1% (n = 190,000);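 active = inhibition above 80%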;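 also: 0% = DMSO and 100% = nicardipine control wells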
Target sequence (Q9UNQ0 whole entry, looked up): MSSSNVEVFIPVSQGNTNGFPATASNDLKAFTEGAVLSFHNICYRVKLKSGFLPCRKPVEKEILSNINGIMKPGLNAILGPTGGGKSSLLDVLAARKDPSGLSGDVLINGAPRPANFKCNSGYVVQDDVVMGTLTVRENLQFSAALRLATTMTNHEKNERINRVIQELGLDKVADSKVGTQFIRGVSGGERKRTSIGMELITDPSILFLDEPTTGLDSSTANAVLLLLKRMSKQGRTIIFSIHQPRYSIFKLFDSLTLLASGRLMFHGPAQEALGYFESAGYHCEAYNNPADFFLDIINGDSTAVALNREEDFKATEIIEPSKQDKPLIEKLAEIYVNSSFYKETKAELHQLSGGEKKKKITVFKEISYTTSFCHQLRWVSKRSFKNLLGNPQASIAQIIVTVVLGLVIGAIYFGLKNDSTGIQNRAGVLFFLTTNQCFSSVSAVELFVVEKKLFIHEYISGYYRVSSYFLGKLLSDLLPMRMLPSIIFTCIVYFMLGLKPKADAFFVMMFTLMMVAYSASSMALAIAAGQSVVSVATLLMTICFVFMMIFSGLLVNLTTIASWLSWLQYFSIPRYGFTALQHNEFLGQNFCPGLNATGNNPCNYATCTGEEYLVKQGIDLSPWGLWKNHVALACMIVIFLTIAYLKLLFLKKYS
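test system = two drug-resistant human cell lines, ABCG2 and ABCB1 | amount = 3 million cells/mL final, two lines in 1:1 ratio | reagent = JC-1 transporter substrate | doses = one concentration, 6.6 µM final | incubation = 10 min at 25 °C | signal = flow cytometric JC-1 green MFI at 530 nm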
RGS8-Gao: regulators of human RGS8-Galphao interaction; P09471; multiplexed bead flow cytometry, RGS8-Galphao binding; actives lie on both sides; response (percent of control binding), % at 10 µM; actives 0.34% (n = 220,000); in the data active = response below about 60% or above about 140%; inactive = in between;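 also: Galphao activated as the GDP aluminium fluoride complex binding bead-coupled RGS8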
Bim-Bcl-XL: human Bim-Bcl-XL interaction inhibition. Q07817. Bim peptide-Bcl-XL binding, bead flow cytometry, fluorescence. inhibition, % at 10 µM. actives 0.04% (n = 190,000)
Target sequence (Q07817 whole entry, looked up): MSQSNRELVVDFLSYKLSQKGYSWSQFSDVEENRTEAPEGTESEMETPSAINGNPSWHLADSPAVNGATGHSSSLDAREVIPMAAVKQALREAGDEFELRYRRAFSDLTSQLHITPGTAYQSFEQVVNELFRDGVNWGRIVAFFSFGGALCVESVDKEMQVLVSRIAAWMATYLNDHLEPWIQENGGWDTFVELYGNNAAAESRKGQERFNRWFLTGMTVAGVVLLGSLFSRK
Bcl-2 Bim block: human Bim-Bcl-2 interaction inhibition | actives 0.06% (n = 190,000) | P10415 | Bead-based flow cytometry, Bim peptide-Bcl-2 binding | AID 950 | inhibition, % at 10 µM; in the data active = inhibition above about 40%; inconclusive = no clear call, values can overlap the other calls;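 also: 0% = no compound wells with probe peptide and 100% = reference peptide inhibitor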
Bim-Bcl-B: inhibitors of Bim-Bcl-B interaction, human | AID 951 | inhibition, % at 10 µM | Q9HD36 | bead-based flow cytometry, Bim peptide-Bcl-B binding | actives 0.073% (n = 190,000);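 also: 0% = tracer peptide without compound and 100% = reference inhibitor peptide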
Bim-Bfl-1: human Bim-Bfl-1 interaction inhibition; Q16548; Bead-based flow cytometry, Bim-Bfl-1 binding inhibition; inhibition, % at 10 µM; actives 0.12% (n = 190,000); AID 1008;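 also: 0% = wells without compound plus tracer and 100% = blocker peptide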
RGS7-Gao reg: human RGS7-Galphao interaction regulation; Multiplexed bead flow cytometry, RGS7-Galphao binding; actives lie on both sides; binding response (% of control), % at 10 µM; actives 0.35% (n = 220,000); P09471; in the data active = binding response below about 49% or above about 150%; inconclusive = no clear call, values can overlap the other calls; inactive = in between;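 also: fluorescent Galphao held in activated GDP-AlF4 state binding bead-coupled RGS7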
Mcl-1 Bim block: human Bim-Mcl-1 interaction inhibition. actives 0.1% (n = 190,000). inhibition, % at 10 µM. Bead-based flow cytometry, Bim peptide-Mcl-1 binding. Q07820;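 also: 0% = no compound tracer wells and 100% = peptide blocker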
ABCB1 block: inhibitors of human ABCB1 transporter, ABCG2 counter-screen; inhibition, % at 6.6 µM; P08183; CCRF-Adr cells, JC-1 efflux, flow cytometry; AID 1326; actives 0.067% (n = 190,000); in the data active = inhibition above about 40%;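 also: 0% = vehicle and 100% = reference inhibitor; higher value means more JC-1 retained so stronger ABCB1 efflux block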
RGS4-Gao reg: human RGS4-Galphao interaction regulation; actives 0.33% (n = 220,000); Multiplexed bead flow cytometry, RGS4-Galphao binding; actives lie on both sides; binding response (% of control), % at 10 µM; P09471; AID 1415; in the data active = binding response below about 49% or above about 150%; inactive = in between;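 also: fluorescent Galphao activated with aluminum fluoride binding bead-coupled RGS4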
Bim-Bcl-W: human Bim-Bcl-W interaction inhibition; Q92843; bead-based flow cytometry, Bim peptide-Bcl-W binding; inhibition, % at 10 µM; actives 0.02% (n = 190,000); AID 952;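 also: 0% = bound tracer without compound and 100% = peptide blocker; higher means less fluorescent Bim peptide bound to Bcl-W beads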
Target sequence (Q92843 whole entry, looked up): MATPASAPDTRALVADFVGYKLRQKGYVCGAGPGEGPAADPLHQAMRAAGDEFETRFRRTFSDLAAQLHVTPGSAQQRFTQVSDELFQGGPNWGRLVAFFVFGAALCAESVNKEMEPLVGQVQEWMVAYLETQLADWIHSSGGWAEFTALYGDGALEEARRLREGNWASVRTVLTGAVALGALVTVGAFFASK
* marks the source's active call; other numbers are inactive results; u = inconclusive; x = no result given. Rule as the data show it, unless noted: active = inhibition above about 40%.

SMILES	ABCG2 inh	RGS8-Gao	Bim-Bcl-XL	Bcl-2 Bim block	Bim-Bcl-B	Bim-Bfl-1	RGS7-Gao reg	Mcl-1 Bim block	ABCB1 block	RGS4-Gao reg	Bim-Bcl-W
Cn1c(=O)n(C)c2cc([N+](=O)[O-])c(N3CCN(C(=O)C(C)(C)C)CC3)cc21	7	99	-1	2	0	-3	100	3	0.8	100	2
Cn1c2ccc(Cl)cc2c2nc3ccccc3nc21	0	101	16	11	6	9	108	11	-0.1	107	11
COc1cccc(NC(=O)Cn2nnc(C(=O)Nc3ccccc3)c2N)c1	22	96	10	3	5	6	94	5	4.6	90	5
CC(C)(C)NC(=O)CSc1nccn1Cc1ccccc1	0	99	-1	-7	-12	-9	98	-10	0.3	101	0
COc1ccc(S(=O)(=O)N2CCN(CC(=O)Nc3cc(OC)cc(OC)c3)CC2)cc1	2	103	-1	-4	-1	0	107	-3	0.5	106	-3
CSc1c(CC(=O)Nc2ccc(F)cc2)n(Cc2ccccc2)c2ccccc12	10	102	-5	-6	-9	-13	98	0	1.4	98	-4
NC(=O)C1CCN(c2nc(-c3ccc(Br)cc3)cs2)CC1	20	99	-5	-6	-14	0	101	-6	1.0	100	-5
COc1ccc([N+](=O)[O-])cc1N(CC(O)CN1CCCCC1)S(=O)(=O)c1ccc(C)cc1 (stereo not drawn)	4	102	-2	-3	-2	-4	104	-2	1.0	97	-1
O=C(CSc1nc2ccccc2c(=O)n1CCC(=O)N1CCCCC1)NCc1ccccc1	0	103	-9	-8	-9	-8	98	-4	0.0	100	-5
COc1ccccc1NS(=O)(=O)c1cccc(C(=O)N/N=C/c2ccccc2OCC(=O)O)c1	1	102	0	-5	-2	-5	99	-3	0.4	103	-4
O=C(O)c1ccc(-c2nc(-c3ccccc3)c(-c3ccccc3)[nH]2)cc1	-13	106	-4	-3	-1	-2	96	-2	-0.3	103	-2
CN1c2ccccc2C(O)=C(C(=S)Nc2ccccc2)S1(=O)=O	0	98	-10	0	-3	-4	98	-2	-0.1	97	-2
CC1CCCCN1c1nc(-c2ccncc2)nc2ccccc12 (stereo not drawn)	-1	102	1	-8	-11	-7	100	-2	-1.8	103	-2
C=CCn1c(Cc2nc3ccc(Cl)cc3[nH]2)n[nH]c1=S	x	102	-3	-3	-7	-5	100	-2	2.0	103	-2
CC(C)CC(=O)NC(c1cccs1)c1ccc2cccnc2c1O (stereo not drawn)	3	104	0	0	-3	5	100	0	0.3	104	-1
C=CCn1c(Cc2ccccc2)nnc1SCc1nc2ccccc2c(=O)[nH]1	5	103	0	-1	-7	-3	u	-1	0.8	106	-1
Cc1c(Br)c([N+](=O)[O-])nn1CC(=O)NCc1ccccn1	0	100	-5	-3	-2	-3	100	-2	0.4	101	-1
Cn1cccc1Cc1nnc(SCC(N)=O)n1-c1ccc(F)cc1	-3	109	-4	-8	-7	-5	106	0	-2.4	104	-2
CCN1C(=O)CC(C(=O)O)SC1=Nc1ccc(OC)cc1 (stereo not drawn)	7	101	-5	-7	-6	-6	104	0	0.3	103	3
C=CCCC(=O)Nc1nc(C)c(-c2csc(Nc3ccccc3OC)n2)s1	1	102	-1	-2	-8	-6	100	0	0.5	106	4
CCOc1ccc2[nH]c(C)c(CN3CCN(CC)CC3)c(=O)c2c1	0	119	11	0	-3	-1	108	-3	0.1	113	-4
CN1CCN(C(=O)/C(=C\c2cccc([N+](=O)[O-])c2)NC(=O)c2cccs2)CC1	1	103	-2	-1	-5	0	88	-5	0.3	93	-2
O=C(CSc1nnc(Nc2ccccc2F)s1)NCc1ccco1	3	99	0	2	3	0	97	0	0.3	95	-1
Cc1ccc(N2C(=O)C(NC(=O)c3ccccc3F)(C(F)(F)F)C3=C2CC(C)(C)CC3=O)cc1 (stereo not drawn)	6	99	-3	-4	-7	-6	99	-1	1.7	95	-2
O=C(N/N=C/c1cccc([N+](=O)[O-])c1)c1cccc2cc[nH]c12	2	99	0	-2	-4	-4	101	0	-0.2	101	-4

Ordered by SMILES length (smallest number first): 17 of the compounds above.
SMILES	ABCG2 inh	RGS8-Gao	Bim-Bcl-XL	Bcl-2 Bim block	Bim-Bcl-B	Bim-Bfl-1	RGS7-Gao reg	Mcl-1 Bim block	ABCB1 block	RGS4-Gao reg	Bim-Bcl-W
Cn1c2ccc(Cl)cc2c2nc3ccccc3nc21	0	101	16	11	6	9	108	11	-0.1	107	11
CC(C)(C)NC(=O)CSc1nccn1Cc1ccccc1	0	99	-1	-7	-12	-9	98	-10	0.3	101	0
CC1CCCCN1c1nc(-c2ccncc2)nc2ccccc12 (stereo not drawn)	-1	102	1	-8	-11	-7	100	-2	-1.8	103	-2
CC(C)CC(=O)NC(c1cccs1)c1ccc2cccnc2c1O (stereo not drawn)	3	104	0	0	-3	5	100	0	0.3	104	-1
NC(=O)C1CCN(c2nc(-c3ccc(Br)cc3)cs2)CC1	20	99	-5	-6	-14	0	101	-6	1.0	100	-5
C=CCn1c(Cc2nc3ccc(Cl)cc3[nH]2)n[nH]c1=S	x	102	-3	-3	-7	-5	100	-2	2.0	103	-2
CCOc1ccc2[nH]c(C)c(CN3CCN(CC)CC3)c(=O)c2c1	0	119	11	0	-3	-1	108	-3	0.1	113	-4
COc1cccc(NC(=O)Cn2nnc(C(=O)Nc3ccccc3)c2N)c1	22	96	10	3	5	6	94	5	4.6	90	5
C=CCn1c(Cc2ccccc2)nnc1SCc1nc2ccccc2c(=O)[nH]1	5	103	0	-1	-7	-3	u	-1	0.8	106	-1
CSc1c(CC(=O)Nc2ccc(F)cc2)n(Cc2ccccc2)c2ccccc12	10	102	-5	-6	-9	-13	98	0	1.4	98	-4
O=C(O)c1ccc(-c2nc(-c3ccccc3)c(-c3ccccc3)[nH]2)cc1	-13	106	-4	-3	-1	-2	96	-2	-0.3	103	-2
O=C(CSc1nc2ccccc2c(=O)n1CCC(=O)N1CCCCC1)NCc1ccccc1	0	103	-9	-8	-9	-8	98	-4	0.0	100	-5
COc1ccc(S(=O)(=O)N2CCN(CC(=O)Nc3cc(OC)cc(OC)c3)CC2)cc1	2	103	-1	-4	-1	0	107	-3	0.5	106	-3
COc1ccccc1NS(=O)(=O)c1cccc(C(=O)N/N=C/c2ccccc2OCC(=O)O)c1	1	102	0	-5	-2	-5	99	-3	0.4	103	-4
Cn1c(=O)n(C)c2cc([N+](=O)[O-])c(N3CCN(C(=O)C(C)(C)C)CC3)cc21	7	99	-1	2	0	-3	100	3	0.8	100	2
COc1ccc([N+](=O)[O-])cc1N(CC(O)CN1CCCCC1)S(=O)(=O)c1ccc(C)cc1 (stereo not drawn)	4	102	-2	-3	-2	-4	104	-2	1.0	97	-1
Cc1ccc(N2C(=O)C(NC(=O)c3ccccc3F)(C(F)(F)F)C3=C2CC(C)(C)CC3=O)cc1 (stereo not drawn)	6	99	-3	-4	-7	-6	99	-1	1.7	95	-2

(continued)
SMILES	ABCG2 inh	RGS8-Gao	Bim-Bcl-XL	Bcl-2 Bim block	Bim-Bcl-B	Bim-Bfl-1	RGS7-Gao reg	Mcl-1 Bim block	ABCB1 block	RGS4-Gao reg	Bim-Bcl-W
O=C(Nc1cccc2ccccc12)N1CC=C(c2ccccc2)CC1	0	102	-5	-14	-8	-14	100	0	0.1	101	1
CC(C)OC(=O)Cn1c(=O)sc2ccccc21	26	99	-9	-8	-6	-21	97	0	1.9	98	-2
Cc1cc(C)c2nc(-c3ccccn3)cc(C(=O)Nc3cc(C)on3)c2c1	20	99	-1	-1	0	0	99	-2	4.0	96	-1
COCCOC(=O)C1=C(C)Nc2ncnn2C1c1ccc(F)cc1 (stereo not drawn)	3	100	-23	-11	-14	-14	103	-4	0.7	102	-3
COc1ccc(Cn2nc(C)n(N(C)c3ncc(C(F)(F)F)cc3Cl)c2=O)cc1	3	100	-6	-7	-10	-8	103	-3	0.9	102	0
COc1ccc(C(=O)Nc2nc(-c3cccs3)c(NC(C)=O)s2)cc1	3	100	-2	8	-4	0	107	-1	0.5	106	-2
O=c1cc(-c2ccco2)nc(-c2cccs2)o1	2	101	-4	0	-1	1	106	0	0.6	96	-3
C=CCOc1ccccc1CNCCNC(=O)c1nonc1N	1	97	-2	-1	-4	-4	103	0	0.9	100	-2
CC(NS(=O)(=O)c1cccc(Cl)c1)C(=O)N(C)C1CCN(C)CC1 (stereo not drawn)	1	97	0	0	-1	-3	96	1	0.6	97	1
CCOc1ccc(OCc2nnc(SCC(=O)NC3CCS(=O)(=O)C3)n2-c2ccc(Cl)cc2)cc1 (stereo not drawn)	0	101	-9	-5	-8	-3	99	-6	-2.0	98	-3
Cc1ccc(-n2c(O)c(C=NCc3ccccn3)c3ccccc3c2=O)cc1C	10	101	-6	27	-6	-12	97	-2	5.2	101	-5
Cc1ccc(C2=NN(C(=O)c3ccco3)C(O)(C(F)(F)F)C2)cc1 (stereo not drawn)	26	103	2	-1	-2	-8	100	-1	1.0	101	0
O=C1CC(N(O)c2ccccc2)C(=O)N1Cc1ccccc1 (stereo not drawn)	2	106	-1	4	1	4	107	2	0.5	106	4
COc1ccccc1-c1cn(S(=O)(=O)c2ccc(C)cc2)nc1N	14	99	-9	-11	-7	-17	101	-5	0.1	100	-1
CN(C)c1ccnc(Nc2ccc(F)cc2)c1C#N	2	99	-4	-4	-6	-7	94	-2	0.0	96	-1
O=C(CSc1nnc(-c2ccco2)o1)N1CCOCC1	1	102	-6	4	-1	0	102	0	0.2	102	-6
COc1cccc(S(=O)(=O)NCc2ccc(C(=O)Nc3ccc(Cl)c(Cl)c3)cc2)c1	1	91	-1	-4	0	-10	78	2	0.1	81	7
NC(=O)N1OCC2COc3ccc4ccccc4c3C21 (stereo not drawn)	2	101	-3	-1	-1	0	100	-3	0.8	101	0
Cc1cccc(OCC(=O)NC(Cc2ccccc2)C(=O)O)c1 (stereo not drawn)	2	100	-5	-4	-7	-11	99	0	0.0	100	-1
COn1c(SCc2cccnc2)nc2ccccc2c1=O	2	99	0	-8	-9	-12	102	1	-0.2	99	0
CCn1nc(C(=O)N2CCc3ccccc3C2)c2ccccc2c1=O	3	84	-8	-7	-8	-10	75	0	0.9	73	-3
Cc1ccccc1Nc1nc(N)nc(COC(=O)/C=C/c2ccco2)n1	1	116	-6	0	-5	-1	101	-2	0.1	99	-8
COc1ccc(/C(O)=C2/C(=O)C(=O)N(Cc3cccnc3)C2c2ccncc2)cc1F (stereo not drawn)	2	122	-16	-11	-8	-16	126	-3	0.4	126	-3
COc1ccccc1NC(=O)CSC(N)=O	0	83	-2	-1	-6	-13	87	3	-0.2	83	0
Cc1ccc(-c2c(C#N)c(N)nc3c2CCCC3)s1	9	100	2	1	0	-1	100	0	3.3	101	0
O=S(=O)(NC1CC2CCC1C2)c1ccc2c(c1)OCCO2 (stereo not drawn)	14	72	-1	3	0	-1	82	-4	0.8	77	0
Cc1occc1C(=O)N/N=C/c1cccs1	3	105	-1	0	-1	0	106	0	0.8	107	0
Cc1cc(N)n(Cc2ccc(Cl)cc2)n1	2	102	-2	-4	-1	-9	99	2	0.6	100	-1
